# From PubChem
# D1 antagonist: Antagonist of Human D 1 Dopamine Receptor: qHTS. D(1A) dopamine receptor (Homo sapiens), P21728. HEK293 TREx D1 cells, calcium flux, dopamine EC80; active compounds read low. actives 3.2% (n = 360,000). activity change, negative = inhibition, % at 10 µM; in the data active = activity change below about -30%; note: % is set by controls: 0 for no effect and ±100 for the full control effect
#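 Compound effects on dopamine-evoked calcium signalling were measured in tetracycline-induced HEK293 Trex D1 cells. Dopamine at EC80 followed a 180 s compound pre-read, and fluorescence was tracked kinetically for 180 s more.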
# RXFP1 agonist: qHTS Assay for Agonists of the Relaxin Receptor RXFP1. Relaxin receptor 1 (Homo sapiens), Q9HBX9. HEK293T-RXFP1 cAMP TR-FRET, 30 min; response scale: percent of porcine relaxin response, buffer zero. Potency, µM (titrated, usually from 57.5 µM), for the others: at the top dose activation, hits mostly activators. actives 0.3% (n = 370,000); note: potency is the fitted concentration of half-maximal effect; % is set by controls: 0 for no effect and ±100 for the full control effect; nearly all actives have a fitted effect of over 60% in size; many of its hits are not listed in these tables
# Target sequence (Q9HBX9 whole entry, looked up): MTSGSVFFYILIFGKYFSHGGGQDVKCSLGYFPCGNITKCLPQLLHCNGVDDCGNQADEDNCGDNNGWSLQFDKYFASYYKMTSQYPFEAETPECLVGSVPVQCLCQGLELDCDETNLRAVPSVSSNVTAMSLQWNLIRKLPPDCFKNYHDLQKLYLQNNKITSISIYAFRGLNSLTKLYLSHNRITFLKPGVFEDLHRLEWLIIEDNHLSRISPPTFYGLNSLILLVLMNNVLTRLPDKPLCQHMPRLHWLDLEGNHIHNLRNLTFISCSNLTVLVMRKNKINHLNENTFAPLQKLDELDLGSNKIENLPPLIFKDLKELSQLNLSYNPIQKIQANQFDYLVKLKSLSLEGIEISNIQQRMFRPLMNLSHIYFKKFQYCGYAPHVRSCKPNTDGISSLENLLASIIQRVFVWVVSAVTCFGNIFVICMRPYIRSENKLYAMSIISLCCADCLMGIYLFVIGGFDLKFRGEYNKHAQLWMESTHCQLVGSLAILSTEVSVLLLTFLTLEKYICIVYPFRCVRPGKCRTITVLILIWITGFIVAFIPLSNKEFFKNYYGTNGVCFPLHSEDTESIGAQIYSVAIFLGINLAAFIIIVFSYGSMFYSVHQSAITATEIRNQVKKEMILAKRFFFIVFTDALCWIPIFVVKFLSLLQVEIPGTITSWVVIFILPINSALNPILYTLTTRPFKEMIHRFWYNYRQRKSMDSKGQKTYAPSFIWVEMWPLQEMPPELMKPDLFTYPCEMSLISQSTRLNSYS
#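 Agonist response is measured as cAMP accumulation in an RXFP1-transfected HEK293T line under PDE4 inhibition. Values are scaled between buffer-only and 29 nM porcine relaxin, and EC50s come from standard Hill equation fits.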
# RXFP1 antagonist: qHTS Assay for Antagonists of the Relaxin Receptor RXFP1; HEK293-RXFP1, relaxin-stimulated cAMP HTRF, 30 min; active compounds read low; activity change, negative = inhibition, % at 57.5 µM; actives 0.59% (n = 350,000); AID 1259400, 2018;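 active = activity change of -60% or lower, but not beyond a set lower limit; inconclusive = change between -60% and -40%, or beyond the set limit; inactive = change above -40%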; note: % is set by controls: 0 for no effect and ±100 for the full control effect
# Vif-A3G inh: qHTS for Inhibitors of Vif-A3G Interactions: qHTS; DNA dC->dU-editing enzyme APOBEC-3G (Homo sapiens), Q9HC16; HeLa A3G-eYFP + Vif (tagged APOBEC3G with the HIV-1 protein that degrades it), YFP fluorescence, overnight; Potency, µM (titrated, usually from 46.1 µM), without a hit: at the highest dose activity, negative = active, actives largely listed as inhibitors; actives 0.076% (n = 410,000); AID 602310, 2012;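 note: potency is the fitted concentration of half-maximal effect; % is set by controls: 0 for no effect and ±100 for the full control effect; nearly all actives have a fitted effect of over 60% in size; hits raise eYFP signal because A3G escapes Vif-driven loss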
# Target sequence (Q9HC16 whole entry, looked up): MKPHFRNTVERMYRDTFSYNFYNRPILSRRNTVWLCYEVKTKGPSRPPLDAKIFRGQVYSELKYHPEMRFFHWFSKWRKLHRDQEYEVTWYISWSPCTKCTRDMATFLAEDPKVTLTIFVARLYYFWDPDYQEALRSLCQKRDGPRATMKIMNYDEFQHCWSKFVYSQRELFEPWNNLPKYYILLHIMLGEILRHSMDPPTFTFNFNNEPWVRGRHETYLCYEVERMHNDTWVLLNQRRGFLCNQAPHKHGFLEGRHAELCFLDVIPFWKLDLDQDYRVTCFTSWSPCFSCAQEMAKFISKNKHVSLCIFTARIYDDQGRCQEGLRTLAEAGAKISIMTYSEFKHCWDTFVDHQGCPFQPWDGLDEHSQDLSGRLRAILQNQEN
#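 HeLa cells stably expressing Vif and C-terminally eYFP-tagged A3G, seeded overnight at 37 deg C, then exposed to compound by pintool overnight at 37 deg C. Rise in yellow fluorescence (Ex 488/Em 500-530, Acumen) marks blocked Vif-driven A3G degradation.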
# D1 ag: Allosteric Agonists of the Human D1 Dopamine Receptor: qHTS. D(1A) dopamine receptor (Homo sapiens), P21728. HEK293 T-REx D1 cells, calcium flux, agonist mode. activation, % at 2 µM. actives 1% (n = 360,000); in the data active = activation above about 30%; note: 0% is about no effect
#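 Agonism was scored from calcium flux recorded over 180 s (1 read/s) after pintool compound addition, following a 10-cycle baseline. Cells were inducible force-coupled HEK293 TREx D1, plated overnight at 30 C and loaded with no-wash calcium dye.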
# Vif-A3F inh: qHTS for Inhibitors of Vif-A3F Interactions: qHTS | HeLa A3F-eYFP + Vif (tagged APOBEC3F with the HIV-1 protein that degrades it), YFP fluorescence increase | actives 0.2% (n = 390,000) | Potency, µM (doses to about 46.1 µM), for inactives: top-dose activity, negative = active | AID 602313, 2012; note: potency is the fitted concentration of half-maximal effect; % of control where 0% means no effect; nearly all actives have a fitted effect of over 65% in size
#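 HeLa cells stably expressing A3F-eYFP plus Vif, plated and incubated overnight at 37 deg C, then exposed to compounds overnight at 37 deg C. Blocked degradation read as raised yellow fluorescence (Ex 488/Em 500-530).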
# Glioma ERSR ind: qHTS for Inducers of the Endoplasmic Reticulum Stress Response (ERSR) in Human Glioma: qHTS | actives 0.02% (n = 420,000) | U87-MG GRP78 promoter luciferase reporter, 16 h | Potency, µM, without a hit: at the highest dose activation, usual class: activators; note: potency is the fitted concentration of half-maximal effect; series mostly up to about 76 µM; % of control where 0% means no effect; nearly all actives have a fitted effect of over 35% in size
#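 Stably transfected U87-MG glioma cells carrying a GRP78-based luciferase sensor; 16 h compound incubation. Luminescence end-point read 10 min after Bright-Glo addition at room temperature.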
# D2 PAM: HTS Assay for Positive Allosteric Modulators of the Human D2 Dopamine Receptor: Primary Screen for Potentiators; actives 0.34% (n = 340,000); potentiation, % at 10 µM; D(2) dopamine receptor (Homo sapiens), P14416; HEK293 T-REx D2, calcium flux, EC20 dopamine potentiation; AID 485347, 2010;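 active = potentiation over 3 SD above the plate norm, cut at about 30% in these data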; note: 0% is about no effect
#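 Calcium flux readout, no-wash dye, 1 read/s. Inducible HEK293 Trex D2 line, overnight 30 C. Compound alone 180 s (agonist flags), then EC20 dopamine, another 180 s to score potentiation.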
# D1 PAM: Potentiators of Human D1 Dopamine Receptor: qHTS | HEK293 TREx D1 cells, calcium flux, dopamine EC20 potentiation | potentiation, % at 10 µM | actives 0.036% (n = 360,000); in the data active = potentiation above about 30%; note: 0% is about no effect
# Numbers without * were called inactive; ? = inconclusive; / = not tested or not shown; & = joins results of further samples. Unless noted, calls come from the whole dose curve; as a rule, active = well fitted curve in the direction sought with a large enough effect; inconclusive = small, poorly fitted or top-dose-only effect, or another doubt; inactive = no such curve, though single readings can be large; an effect the other way counts as inactive or inconclusive. A portion of the library; count on the stated rates, not on these rows.
Compound | D1 antagonist | RXFP1 agonist | RXFP1 antagonist | Vif-A3G inh | D1 ag | Vif-A3F inh | Glioma ERSR ind | D2 PAM | D1 PAM
CC1CCN(c2nc3c(c(=O)[nH]c(=O)n3C)n2CCSc2nc3ccccc3o2)CC1 | 5.4 | 0.3% | / | / | 0.7 | / | / | 4.0 | -4.5
CCOCCCNC(=O)C(c1ccc(OC)cc1)N(Cc1cccs1)C(=O)CNC(C)=O (centres undefined) | -7.4&0.7 | -0.4%&-3.7% | 1.6&-7.6 | -0.3%&2.1% | 5.3&-0.5 | 10.1%&-3.1% | -5.0%&-2.4% | -0.8&9.4 | -1.8&0.6
O=C(CSc1nc2ccccc2c(=O)n1NC(=O)Cc1ccccc1)NCc1ccccc1Cl | / | 0.8% | 1.3 | -4.4% | / | -4.0% | -3.8% | / | /
Cc1ccc(-c2noc(CCCC(=O)NCc3ccco3)n2)cc1 | -10.0 | -0.4% | -0.5 | 5.5% | 6.3 | -11.5% | -4.3% | / | -2.0
CCCCNc1nc(-c2ccccc2)cc(C(F)(F)F)c1C(N)=O | 4.2 | -0.1% | 0.0 | -5.3% | 0.6 | -2.0% | -1.8% | 3.2 | -5.2
COc1ccccc1NC(=O)Nc1ccc(NC(=O)c2ccccc2O)cc1 | -18.5 | 0.0% | -8.6 | -2.6% | 1.6 | 7.5% | 1.4% | -16.6 | -7.5
Cc1cccc(NS(=O)(=O)c2ccc(C)c(C(=O)OCC(=O)Nc3cc(C)on3)c2)c1 | 5.4 | -0.7% | -10.4 | -0.4% | 5.0 | 0.1% | -1.6% | -2.2 | -0.3
CC1CC(C)CN(CC(O)COc2ccc3c(c2)CCC3)C1 (centres undefined) | -21.4 | 2.0% | -8.7 | 0.4% | 6.8 | -6.9% | -5.1% | 3.1 | -5.5
COc1ccc(C2NC(=O)C(C)S2)cc1 (centres undefined) | 6.6 | 0.6% | -34.6 | -1.1% | -1.5 | 1.1% | -3.1% | 10.2 | -6.5
Cc1cc(OC(C)C(=O)N2CCN(CCc3ccccn3)CC2)ccc1Cl (centres undefined) | 5.7 | 0.6% | -6.1 | -3.8% | -0.8 | 1.0% | -0.2% | -5.7 | -0.3
Cc1ccc(NC(=S)N(N)CCO)cc1 | -4.6 | -3.3% | / | -2.6% | 1.8 | -1.0% | 2.8% | 3.9 | -4.7
O=C(Nc1ccc(F)cc1)[C@H](Cc1ccccc1)N1Cc2ccccc2C1=O | 2.8 | -0.9% | / | -2.6% | 2.6 | -12.3% | -3.0% | 1.2 | -3.0
O=C(Nc1cccc([N+](=O)[O-])c1)c1ccc([N+](=O)[O-])o1 | / | / | 2.2 | -16.7% | / | 0.9% | ? | / | /
CCOC(=O)c1sc(NC(=O)C2CCCO2)c(C(=O)OCC)c1C (centres undefined) | -15.5 | 5.8% | / | / | 1.9 | / | / | -16.5 | -6.5
C#CC[N+](C)(C)CC#Cc1ccc(Cl)cc1 | -8.4 | 2.5% | -5.2 | -0.8% | 2.3 | -23.8% | -5.3% | -1.7 | -6.0
CCOC(=O)c1c(S(=O)(=O)N2CCCC(C(=O)Nc3ccc(C)cn3)C2)c(C)n(C)c1C (centres undefined) | -4.9&-6.8 | 1.1%&3.1% | -7.4&-3.2 | -0.1%&1.9% | 2.9&1.3 | -3.3%&2.6% | -5.1%&-3.4% | 1.5&10.2 | -3.5&4.1
CCC(=O)Nc1cccc(NC(=O)c2ccccc2Br)c1 | -5.9 | 0.4% | 9.3 | -5.1% | 0.0 | -14.9% | -2.4% | -7.7 | -3.0
CC(=O)c1ccc(NS(=O)(=O)c2ccc3[nH]c4c(c3c2)CCCCCC4)cc1 | -0.4 | 4.4% | -34.7 | -3.4% | -0.1 | -0.6% | -0.5% | -1.4 | -2.0
O=c1cc(CCl)nc(Cc2c(Cl)cccc2Cl)[nH]1 | / | / | -8.9 | -29.5% | / | 9.5% | ? | / | /
CCn1c(C)nc2cc(C(=O)N/N=C/c3cccc(O)c3O)ccc21 | 0.8 | 1.9% | 0.3 | -18.0% | 1.6 | -0.4% | -1.2% | 7.8 | 5.5
O=C(COC(=O)C1CCN(/C=C/C(=O)C(F)(F)F)CC1)Nc1ccccc1 | 1.3 | -0.8% | 22.8 | 0.1% | 1.5 | -15.6% | -3.6% | -6.9 | -3.8
Cc1ccc2c(c1)nnn2C1CCN(S(=O)(=O)c2ccc(C(=O)N3CC(C)CC(C)C3)cc2)CC1 (centres undefined) | 23.8 | 0.3% | 8.6 | 0.0% | -0.9 | 5.3% | -5.0% | 13.3 | 1.4
CCCn1c(SCC(=O)Nc2cccc(C(=O)OCC)c2)nnc1-c1ccoc1C | -9.5 | 2.1% | 2.3 | 3.7% | 4.9 | -9.2% | -2.8% | 12.7 | 0.1
Cc1ccc(N(CC(=O)Nc2ccccc2C(=O)NCc2ccco2)S(=O)(=O)c2ccccc2)cc1C | -5.2 | 2.0% | -1.2 | -0.9% | 3.9 | 0.1% | -5.0% | 1.7 | 1.6
COCCN(C(=O)CSc1nncn1-c1ccccc1)c1c(N)n(Cc2ccccc2)c(=O)[nH]c1=O | -3.2 | 9.2% | 8.6 | -0.7% | -0.1 | 8.3% | -2.2% | / | 8.6
COc1ccc(C(=O)N/N=C/c2cccnc2)cc1 | -5.3 | 3.2% | 2.9 | 2.1% | 4.7 | 2.7% | 3.2% | -0.8 | 6.2
CC(=O)Nc1ccc(N2N=C(C)C(N=Nc3ccccc3)C2=O)cc1 (centres undefined) | 3.8 | 2.0% | 8.6 | 0.3% | -0.9 | -1.1% | -0.3% | 8.9 | -3.1
O=C(Nc1nnc(S(=O)(=O)N2CCCCCC2)s1)c1cccc(Br)c1 | -15.5&1.1 | 7.2%&1.7% | -22.0 | 0.2%&4.2% | 16.3&0.6 | 5.0%&1.7% | 3.2%&-1.6% | 5.3&-5.3 | 2.1&-1.1
COc1cc(/C=C2/SC(=S)N(CC(=O)O)C2=O)ccc1OC(=O)c1ccco1 | -22.5 | 4.1% | -12.2 | 5.0% | 3.2 | ? | -1.5% | 21.0 | -5.1
COc1c(C)cc(C(=O)C2CCCN(C(=O)c3cc4nc(C)cc(C)n4n3)C2)cc1C (centres undefined) | -7.7 | 1.3% | -2.8 | -3.1% | 4.0 | -27.1% | 0.7% | -12.1 | 0.6
CC1=CC2=C(OC1N(C)C)c1cccc3cccc(c13)C2=O (centres undefined) | -13.3 | 3.6% | -5.7 | 0.5% | 9.9 | 1.5% | -0.5% | 2.1 | 9.6
Cc1ccc(C(=O)Nc2ccccc2Oc2ccccc2)o1 | / | / | -11.2 | -0.4% | / | 3.3% | 1.4% | / | /
COc1ccc(CCC(=O)NCCCNC(=O)CCc2ccc(OC)cc2)cc1 | -1.6 | 1.9% | -14.1 | -2.2% | 0.0 | 8.8% | -4.9% | -11.7 | -2.3
COCCN(C)C(=O)CCc1nnc(Cc2ccc(-c3ccccc3)cc2)o1 | 0.0 | -0.7% | 3.5 | 0.7% | 3.2 | -3.0% | 0.8% | 6.3 | -0.8
O=C(NCCc1ccc(S(=O)(=O)N2CCCC2)cc1)c1cccs1 | 11.3 | 4.7% | -27.2 | -2.6% | 4.2 | -8.9% | -2.6% | -10.4 | 10.9
CCC(Sc1ncccc1C(=O)OCCN1CCCC1=O)C(=O)NCc1ccco1 (centres undefined) | -0.8 | 1.1% | 23.8 | 2.2% | 1.6 | -12.8% | -4.9% | 10.1 | -1.5
CNC(=O)c1cc(C(=O)c2ccccc2Br)c[nH]1 | 0.3 | -3.4% | -3.3 | -8.0% | 4.0 | -0.6% | -1.5% | -1.0 | -3.2
COc1ccc(-c2csc(C3=C(O)CN(Cc4ccc(S(N)(=O)=O)cc4)C3=N)n2)cc1OC | 21.4 | 0.0% | -7.8 | 0.8% | 1.9 | / | -7.2% | 3.6 | -3.0
C/C(=N\NC(=O)c1ccccc1O)c1ccc(NC(=O)Cc2ccccc2)cc1 | -19.1 | 1.0% | -17.7 | 1.2% | 2.4 | 1.3% | 18.0% | -3.2 | -5.3
Cc1cc(/C=C(\C#N)C(=O)O)c(C)n1CC1CCCO1 (centres undefined) | 32.9 | 1.4% | -6.3 | 6.9% | 0.6 | ? | 1.7% | / | 1.8
COc1cc(C2C(C(N)=O)=C(C)Nc3nc(CCCO)nn32)cc(OC)c1OC (centres undefined) | -5.5 | 1.5% | -1.2 | 3.2% | 2.7 | 1.6% | 2.1% | -7.7 | /
O=C(CCSc1nnc(-c2ccncc2)o1)Nc1ccccc1Cl | 2.3 | 3.4% | -5.5 | -6.5% | 2.1 | 0.9% | -3.5% | -7.1 | -8.8
COc1cccc(-n2c(C)cc(/C=C3/C(=N)N4C(=NC3=O)SN=C4S(C)(=O)=O)c2C)c1 | -7.2 | -0.4% | -31.9 | 3.3% | 1.0 | -5.9% | 2.4% | -10.5 | -3.0
CCCCOCCCNC(=O)CN1C(=O)c2ccccc2C1=O | 3.1 | -1.4% | -8.4 | 1.0% | 2.4 | 0.2% | -0.5% | 0.8 | -4.1
CCNC(=O)Cc1ccc(NC(=O)N2CCCCc3ccccc32)cc1 | -6.5 | -1.3% | / | -3.6% | 6.1 | -9.6% | -1.3% | -0.5 | -5.0
Cc1cc(OCC(=O)O/N=C(\N)c2ccccc2)cc(C)c1Cl | 4.2 | -2.8% | -7.1 | 1.8% | 13.1 | -6.3% | 4.1% | -8.2 | -5.4
Cc1cc(C(=O)Nc2nc(-c3ccccn3)cs2)ccc1[N+](=O)[O-] | 3.1 | 1.5% | -4.1 | 3.0% | 4.2 | ? | -4.1% | -2.8 | -0.1
CCc1cccc(NC(=O)C2CCCN(S(=O)(=O)c3cccs3)C2)c1 (centres undefined) | 1.2&-10.7 | 0.5%&2.9% | -17.5 | -1.1%&0.0% | 0.1&0.9 | 10.2%&0.8% | -1.6%&-3.2% | -7.8 | 5.8&0.1
